Akt phos inh: Akt phosphorylation inhibition; Neuro2A IGF-stimulated pAkt S473 HTRF, 20 min; active compounds read low; activity change, % for hits at 50 µM; hit rate 0.32% among 360,000; in the data active means activity change below about -80%; inconclusive means mostly about -51% to -80%; further: on the % scale 0 is the no-effect control and ±100 the full control effect
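Neuro2A cells in DMEM with 0.5% FBS, overnight at 37 deg C, given compound at single 50 µM final, then IGF (6 nM final) for 20 min at 37 deg C. Lysed; phospho-Akt Ser473 by HTRF after 24 h, 665/615 ratio.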
Nrf2 block: Nrf2 pathway inhibition; A549 ARE-Fluc reporter, luciferase luminescence, 18-24 h; Potency, µM (doses to about 46 µM), inactives show at the top dose activity change, negative = inhibition, most hits filed as inhibitors; hit rate 2.1% among 360,000; AID 504444; further: potency means the concentration at half of the fitted maximal effect; on the % scale 0 is the no-effect control and ±100 the full control effect; nearly all actives have a fitted effect of over 60% in size
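In this cell-based qHTS, ARE-driven firefly luciferase in A549 cells reports Nrf2 activity; the luminescent signal after BugLite lysis is the measured value, with a prior CellTiter-Fluor read for cell health.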
EPAC2 agonist: activates human EPAC2 exchange factor; Q8WZA2; EPAC2 activation, biochemical qHTS; response scale: 100% = 6.5 mM cAMP response; Potency, µM (doses to about 154 µM), inactives show at the highest dose activation, hits mostly activators; hit rate 0.079% among 360,000; AID 720711; further: potency means the concentration at half of the fitted maximal effect; nearly all actives have a fitted effect of over 50% in size
Target sequence (Q8WZA2 whole entry, looked up): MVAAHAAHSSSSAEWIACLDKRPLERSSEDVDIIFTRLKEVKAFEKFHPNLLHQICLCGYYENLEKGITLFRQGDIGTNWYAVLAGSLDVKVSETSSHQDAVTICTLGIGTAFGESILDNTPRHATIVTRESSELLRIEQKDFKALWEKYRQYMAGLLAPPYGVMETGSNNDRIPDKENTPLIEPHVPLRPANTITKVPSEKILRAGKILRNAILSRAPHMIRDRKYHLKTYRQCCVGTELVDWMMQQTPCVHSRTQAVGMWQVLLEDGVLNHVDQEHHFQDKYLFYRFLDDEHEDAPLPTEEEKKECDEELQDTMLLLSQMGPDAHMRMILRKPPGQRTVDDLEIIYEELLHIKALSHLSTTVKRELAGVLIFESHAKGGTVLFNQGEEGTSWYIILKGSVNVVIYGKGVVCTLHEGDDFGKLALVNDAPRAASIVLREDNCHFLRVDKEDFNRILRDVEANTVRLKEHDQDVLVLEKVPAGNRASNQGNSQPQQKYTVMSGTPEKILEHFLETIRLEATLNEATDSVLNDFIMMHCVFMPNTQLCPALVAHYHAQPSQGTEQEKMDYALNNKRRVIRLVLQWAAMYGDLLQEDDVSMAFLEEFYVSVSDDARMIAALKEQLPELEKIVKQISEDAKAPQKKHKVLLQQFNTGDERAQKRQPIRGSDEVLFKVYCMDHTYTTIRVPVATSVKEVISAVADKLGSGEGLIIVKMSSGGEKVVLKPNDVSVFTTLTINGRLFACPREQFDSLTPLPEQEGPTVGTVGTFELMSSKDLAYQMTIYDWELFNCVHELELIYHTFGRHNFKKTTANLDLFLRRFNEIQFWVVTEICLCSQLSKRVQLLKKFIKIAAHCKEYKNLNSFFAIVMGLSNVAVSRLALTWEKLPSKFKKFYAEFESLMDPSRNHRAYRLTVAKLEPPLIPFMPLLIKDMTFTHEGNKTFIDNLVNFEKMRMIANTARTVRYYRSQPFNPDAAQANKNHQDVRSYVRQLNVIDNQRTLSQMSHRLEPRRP
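Each well held 100 nM EPAC2, 250 nM RAP1B-BODIPY-GDP and 50 uM GDP. Fluorescence, read at 5-min intervals to 30 min, was referenced to a 6.5 mM cAMP positive control.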
Nrf2 ARE act: activates Nrf2 signaling | AREc32 ARE-luciferase reporter (MCF7-derived line), luminescence, 24 h | Potency, µM (highest dose often 46.1 µM), inactives show at the highest dose activation, actives largely listed as activators | hit rate 0.31% among 410,000; further: potency means the concentration at half of the fitted maximal effect; % of control where 0% means no effect; nearly all actives have a fitted effect of over 65% in size
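AREc32_Fluc, 1000 cells/well, OPTI-MEM + 5% FBS, o/n 37 deg C 5% CO2; 23 nL cpd by pin tool, 24 hr; Steady-Glo 30 min RT, luminescence.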
A549 viability: A549 cytotoxicity, counter-screen for Nrf2 inhibitors. hit rate 0.16% among 390,000. A549 ARE-Fluc cells, CellTiter-Fluor viability, 18-24 h. Potency, µM (series often up to 46 µM), for the others: at the top dose activity change, negative = cytotoxicity, most hits filed as inhibitors; further: potency means the concentration at half of the fitted maximal effect; on the % scale 0 is the no-effect control and ±100 the full control effect
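A549 ARE-Fluc cells in 5% FBS OPTI-MEM, 5000 cells/well, rested 2 h then exposed to compounds in concentration-response for 18-24 h at 37 °C. Viability by CellTiter-Fluor fluorescence (Ex 405/Em 525) after 30 min; luciferase luminescence (BugLite, 15 min, RT) read afterwards.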
CCT modulator: cytosolic chaperonin activity modulation. hit rate 0.3% among 360,000. activity change, % (no concentration beside the values), hits read low. purified chaperonin ATPase assay, HTRF ADP detection, 30 min; in the data active means activity change below about -30%; further: on the % scale 0 is the no-effect control and ±100 the full control effect
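Enzyme 40 or 20 nM (batch-dependent) in Tris pH 7.4/KCl/MgCl2/DTT; cpd 76 uM single point; ATP 10 uM; 30 min 37 °C; Transcreener ADP HTRF detection, 30 min RT; ratio 665/615.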
MmCpn inh: blocks the Methanococcus maripaludis chaperonin Mm-Cpn; purified Mm-Cpn ATPase, ADP Transcreener TR-FRET; Potency, µM (doses to about 76.9 µM), for the others: top-dose activity, negative = inhibition, hits mostly inhibitors; hit rate 0.031% among 330,000; AID 504842; further: potency means the concentration at half of the fitted maximal effect; on the % scale 0 is the no-effect control and ±100 the full control effect; nearly all actives have a fitted effect of over 80% in size
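ATPase turnover read by TR-FRET ADP competition (Eu cryptate antibody/ADP-d2, 665/590 nm): 10uM ATP final, 25nM Mm-CPN final, 30 min 37degC after 10-min compound preincubation, pH 7.4 Tris/KCl/MgCl2/DTT buffer.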
EPAC2 antag: EPAC2 (human) antagonism. Q8WZA2. EPAC2 GEF exchange of Rap1B-BODIPY-GDP, fluorescence. Potency, µM (highest dose often 114 µM), for the others: at the top dose activity, negative = inhibition, usual class: inhibitors. hit rate 0.18% among 360,000. AID 720708; further: potency means the concentration at half of the fitted maximal effect; on the % scale 0 is the no-effect control and ±100 the full control effect; nearly all actives have a fitted effect of over 45% in size; many of its hits are not listed in these tables
TGFb inhibitor: TGF-b pathway inhibition | HepG2 CAGA-GFP TGF-b/SMAD3 reporter, GFP fluorescence, 18 h; TGF-beta stimulated, 500 pg/mL final | Potency, µM (titrated, usually from 46.1 µM), for inactives: at the highest dose activity, negative = inhibition, hits mostly inhibitors | hit rate 1.2% among 410,000 | AID 588855; further: potency means the concentration at half of the fitted maximal effect; on the % scale 0 is the no-effect control and ±100 the full control effect; nearly all actives have a fitted effect of over 65% in size
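First, reporter cells (HEPG2 CAGA-GFP) rested 2 h at 37 degrees C. Next, compounds were pinned in and TGF-beta added to 500 pg/mL final. After 18 h, GFP was imaged per cell and summed per well.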
Numbers without * were called inactive; i = inactive; u = inconclusive; x = no result given; & = joins results of further samples; [ ] = another dose, or the depositor's remark. Unless noted, the call rests on the fitted dose curve; in most records, active means well fitted curve in the direction sought with a large enough effect; inconclusive means small, poorly fitted or top-dose-only effect, or another doubt; inactive means no such curve, though single readings can be large; an effect the other way counts as inactive or inconclusive. An excerpt; rates above refer to the full screens.

SMILES	Akt phos inh	Nrf2 block	EPAC2 agonist	Nrf2 ARE act	A549 viability	CCT modulator	MmCpn inh	EPAC2 antag	TGFb inhibitor
Nc1nn(-c2ccccc2)nc1C(=O)OCc1ccccc1	i	u	11.6%	5.1%&10.2%	5.9%&-3.7%	-2.1	-0.4%	-17.7%	-15.2%&-1.2%
COc1ccc2c(c1)C(C)=CC(C)(C)N2C(=O)C(C)N1C(=O)c2ccccc2C1=O (configuration not stated)	i	u	5.4%	0.8%	19.8%	1.9	0.8%	-2.7%	-23.7%
COc1cc(SC)ccc1C(=O)OCC(=O)NC(=O)NC(C)C	i	-11.9%	-2.1%	-0.4%	-0.3%	-2.8	0.7%	0.6%	9.7%
O=C(O)c1cccc(NC(=S)N/N=C/c2cccnc2)c1	i	u	-0.4%	-0.3%	-0.2%	0.0	0.3%	12.6%	10.7%
CC(C)(C)OC(=O)N1CCC(C(=O)Nc2ccc(C(=O)NCc3ccccc3)cc2)CC1	i	-19.6%	6.4%	0.4%	3.2%	-1.6	x	1.2%	14.7%
Cc1ccc(-c2csc3ncnc(SCC(N)=O)c23)cc1	i	-20.0%	6.3%	2.4%	0.9%	-2.2	-5.1%	-5.1%	-10.6%
O=C(CSC(=S)N1CCCC1)Nc1ncc(Cl)cc1Cl	i	11.3%	-2.3%	-0.6%	13.1%	-0.6	-1.6%	-5.8%	13.9%
O=c1c2ccccc2nc(SCc2ccc([N+](=O)[O-])cc2)n1CCCO	i	u	14.8%	10.5%	-2.2%	-9.2	1.2%	15.3%	-16.6%
CCN(C(C)=O)c1nc(CCl)cs1	i	-1.6%	0.2%	-0.4%	0.2%	-3.2	-0.7%	0.3%	12.5%
Cc1noc(C)c1NC(=O)N(C)C[C@H]1Oc2ccc(NC(=O)CCN3CCOCC3)cc2C(=O)N([C@H](C)CO)C[C@@H]1C	i	4.7%	-5.1%	-0.5%	-1.4%	-1.3	-1.1%	1.4%	u
CCOc1ccc(NC(=O)c2ccccc2NC(=O)CN2CCN(C(C)=O)CC2)cc1	i	21.1%	-2.4%	-0.4%	-3.9%	-2.3	0.1%	2.1%	-10.4%
CC(C)n1c(=S)[nH]c2scc(-c3cccs3)c2c1=O	i	u	0.9%	-0.6%	-11.8%	1.3	u	-6.8%	u
CCCC(=O)OC1CC(C)N(C(=O)c2ccccc2)c2ccc(C)cc21 (configuration not stated)	i	-10.4%	12.3%	2.8%	-11.4%	-1.5	-0.2%	25.1µM*	-2.2%
O=C1NC(=Nc2ccccc2Br)SC1(CO)CO	i	u	4.3%	-0.8%	0.7%	-2.1	0.8%	12.3%	-7.3%
CC(=O)N1CCC(N(CCN2CCOCC2)C(=S)Nc2ccc(C)cc2)CC1	i	28.3%	8.4%	0.5%	-3.4%	-0.2	2.5%	2.6%	11.9%
COc1ccc(Nc2nc(C)c(C(C)=O)s2)cc1	i	x	2.6%	17.9%	x	2.3	x	13.6%	3.0%
CCOc1ccc(C(=O)OCCCN(C)C)cc1	i	15.4%	-1.1%	-1.2%	3.3%	0.6	-2.9%	7.1%	-7.2%
O=C(CN1C(=O)c2cccc3cccc1c23)Nc1cccnc1	i	16.1%	7.1%	2.7%	5.0%	2.0	-3.7%	15.2%	-3.1%
COc1cc(NC(=O)[C@@H]2O[C@H](CO)[C@@H](O)[C@H]2O)cc(OC)c1OC	i	x	4.3%	-1.1%	x	2.2	x	-3.4%	-9.3%
COc1ccc2c(c1)NC(c1cccnc1)=NC(c1ccc(F)cc1)=N2	x	9.3%	x	4.1%	-17.2%	x	x	x	10.3%
COc1cccc(CN2C(=O)CCC2(C)C(=O)NC2CCCC2)c1 (configuration not stated)	i	12.9%	-1.4%	-0.1%	-3.1%	0.0	0.2%	3.6%	6.3%
CC(CN1CCCCCC1)C(=O)NN (configuration not stated)	i	6.0%	8.4%	-0.5%	-0.6%	-1.0	-2.1%	1.9%	9.6%
COc1cccc(N2CCN(C(=O)C3CCCN(S(=O)(=O)c4cnc[nH]4)C3)CC2)c1 (configuration not stated)	i	14.2%	1.8%	-0.5%	-2.4%	-2.8	0.9%	0.8%	-6.4%
Cc1oc(-c2ccc(Cl)cc2)nc1CS(=O)CC(=O)NCc1ccc2c(c1)OCO2 (configuration not stated)	i	-0.8%	2.7%	3.6%	-3.6%	0.1	2.8%	-8.1%	-14.3%
CC(C)NC(=S)NC(=O)c1ccc(-c2ccccc2)cc1	i	u	u	3.4%	0.0%	-0.7	1.4%	-3.0%	-13.8%
COCCN(C(=O)Cc1cccs1)c1nnc(-c2ccncc2)s1	i	-5.9%	3.8%	-0.2%	-2.8%	-0.5	0.8%	-6.2%	1.0%
Cc1cc(C(=O)NNC(=O)c2ccc(Cl)cc2Cl)c(C)o1	i	3.3%	-6.3%	0.0%	4.4%	-1.8	-1.5%	3.6%	-11.1%
CCN(CC)S(=O)(=O)c1ccc(C(=O)C(C#N)c2ccccn2)cc1 (configuration not stated)	i	u	0.1%	-0.2%	-14.9%	-4.6	-0.3%	1.7%	-0.2%
CCCNC(=O)N(C)C[C@H]1Oc2ncc(C#CCc3ccccc3)cc2C(=O)N([C@H](C)CO)C[C@H]1C	i	x	4.7%	4.8%	x	2.0	x	12.3%	-1.4%
CCOc1cc(/C=C2/C(=N)N3C(=NC2=O)SN=C3S(C)(=O)=O)ccc1OC(=O)c1ccco1	i	u	4.5%	0.1%	7.1%	-2.3	0.7%	-8.3%	-1.0%

Entries above shown as hits in EPAC2 antag.
SMILES	Akt phos inh	Nrf2 block	EPAC2 agonist	Nrf2 ARE act	CCT modulator	MmCpn inh	EPAC2 antag	TGFb inhibitor
CCCC(=O)OC1CC(C)N(C(=O)c2ccccc2)c2ccc(C)cc21 (configuration not stated)	i	-10.4%	12.3%	2.8%	-1.5	-0.2%	25.1µM*	-2.2%

The list continues:
SMILES	Akt phos inh	Nrf2 block	EPAC2 agonist	Nrf2 ARE act	A549 viability	CCT modulator	MmCpn inh	EPAC2 antag	TGFb inhibitor
CCOC(=O)C1CCCN(C(=O)CNC(=O)Cn2ccc3ccccc3c2=O)C1 (configuration not stated)	i	0.3%	4.3%	-0.8%	-1.6%	-2.2	-1.2%	-2.5%	-7.3%
COC(=O)c1ccc(CSc2nc(N3CCOCC3)c3c(c2C#N)CC(C)(C)OC3)o1	i	9.8%	7.4%	-0.3%	-7.8%	0.0	-1.8%	-11.7%	u
CC1(C)Cc2c(C#N)c(NCCN3CCOCC3)nc(-c3ccccc3)c2CO1	i	-11.2%	4.6%	0.4%	5.1%	-0.7	-4.1%	-5.1%	-23.0%
Cc1cc(C(=O)Nc2cccnc2)on1	i	9.5%	13.9%	0.5%	0.0%	0.2	1.6%	1.0%	4.9%
Nc1c(C(=O)NC23CC4CC(CC(C4)C2)C3)sc2nc3c(c(C(F)(F)F)c12)CCC3	i	14.0%	-144.1%[inhibitor]	0.3%	-3.1%	0.0	-2.5%	36.8%[activator]	-11.6%
O=S(=O)(c1cccc(-c2nnco2)c1)N1CCOCC1	i	23.0%	-2.0%	-0.2%	-0.6%	-5.5	0.9%	9.5%	22.7%
CC/C(C)=N/Nc1nc(-c2cc3cccc(OC)c3oc2=O)cs1	i	u	-6.4%	3.1%	-4.4%	2.4	0.3%	-4.2%	0.8%
Cc1ccc(C)c(N2CCN(C(=S)NC3CCCCC3)CC2)c1	i	13.2%	-5.3%	0.2%	0.5%	1.8	-0.8%	10.5%	1.4%
COc1ccc(N=C2C(=Nc3ccc(OC)cc3)N(c3ccc(OC)cc3)C(=S)N2C(=O)c2ccc(OC)cc2)cc1	i	0.6%	8.5%	0.3%	-17.1%	-3.5	0.9%	-1.8%	-0.3%
CCOc1cccc(N2C(=O)CC(n3cnc4ccccc43)C2=O)c1 (configuration not stated)	i	-9.3%	-0.8%	-1.4%	-4.6%	-0.6	2.3%	3.5%	2.2%
CCN(c1ccccc1)c1nnc(NC(=O)Nc2ccc(Br)cc2F)s1	x	-0.8%	x	-0.3%	1.9%	x	x	x	0.3%
Clc1ccc(Cn2cccc2C2=NCCO2)cc1	i	9.2%	7.2%	0.2%	-1.1%	0.2	0.9%	u	-4.2%
CC1CCC(C(C)C)C(OCC[N+](C)(C)C)C1 (configuration not stated)	i	6.9%	0.1%	-0.1%	0.0%	-3.4	0.0%	-4.1%	10.3%
COc1ccc(Cl)cc1NC(=O)CN(C)C1CCCCC1	i	-4.8%	5.9%	0.3%	3.1%	0.0	0.1%	7.8%	2.4%

Of the compounds above, these contain an NH in an aromatic ring.
SMILES	Akt phos inh	Nrf2 block	EPAC2 agonist	Nrf2 ARE act	A549 viability	CCT modulator	MmCpn inh	EPAC2 antag	TGFb inhibitor
CC(C)n1c(=S)[nH]c2scc(-c3cccs3)c2c1=O	i	u	0.9%	-0.6%	-11.8%	1.3	u	-6.8%	u
COc1cccc(N2CCN(C(=O)C3CCCN(S(=O)(=O)c4cnc[nH]4)C3)CC2)c1 (configuration not stated)	i	14.2%	1.8%	-0.5%	-2.4%	-2.8	0.9%	0.8%	-6.4%

Some values from the list.
Result for `COc1ccc(N=C2C(=Nc3ccc(OC)cc3)N(c3ccc(OC)cc3)C(=S)N2C(=O)c2ccc(OC)cc2)cc1` under Nrf2 ARE act: 0.3%
Result for `Clc1ccc(Cn2cccc2C2=NCCO2)cc1` under Nrf2 ARE act: 0.2%
Result for `CC1(C)Cc2c(C#N)c(NCCN3CCOCC3)nc(-c3ccccc3)c2CO1` under EPAC2 antag: -5.1%

Assay outcomes: PubChem BioAssay, National Center for Advancing Translational Sciences (NCATS)
